Tb PGK inh = inhibitors of T. brucei phosphoglycerate kinase; hit rate 0.043% among 380,000; P07378; AID 602233; Potency, µM (series often up to 57.5 µM), for inactives: at the top dose activity change, negative = inhibition, actives largely listed as inhibitors; PGK/GAPDH coupled, Kinase-Glo luminescence, 60 min; note: potency is the fitted concentration of half-maximal effect; % is set by controls: 0 for no effect and ±100 for the full control effect; nearly all actives have a fitted effect of over 60% in size
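Recombinant glycosomal PGK reaction used 1,3-bisphosphoglycerate generated in-well by GAPDH (100nM final) in 100mM TEA pH 7.6, 5mM MgCl2, 0.01% Tween-20. After 60 minutes at room temperature, ATP was read by Kinase-Glo Plus luminescence end-point.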
PI4K2A inh = PI4K2A (human) kinase inhibition; hit rate 0.13% among 420,000; purified PI4K2A, ADP-Glo luminescence, 1 h; active compounds read low; activity change, negative = inhibition, % at 76.9 µM; in the data active = activity change below about -50%; inconclusive = mostly about -30% to -49%;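 note: -100% = wells without enzyme as full effect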
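In this quantitative HTS, ADP production by PI4K2A was quantified luminescently after 1 h at ambient temperature; 100 microM adenosine served as plate-quality control.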
TrxR1 substrate = rat thioredoxin reductase 1 substrate activity; Potency, µM (series often up to 114 µM), inactives show at the highest dose activity change, negative = substrate turnover; O89049; purified TrxR1 substrate turnover, NADPH consumption readout; AID 588456; hit rate 0.01% among 390,000; note: potency is the fitted concentration of half-maximal effect; % is set by controls: 0 for no effect and ±100 for the full control effect; nearly all actives have a fitted effect of over 50% in size
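Rat TrxR1, dispensed at 90 nM, was prereduced with 400 uM NADPH (final) for 5 min at ~22 deg C, then incubated with compound 15 min before 400 uM selenite. A first-read NADPH fluorescence drop versus no-compound background flagged substrates.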
IDH1 R132H inh = inhibitors of human mutant IDH1 R132H | O75874 | IDH1-R132H enzyme, NADPH consumption, diaphorase/resazurin fluorescence | Potency, µM (titrated, usually from 76.6 µM), for the others: at the highest dose activity change, negative = inhibition, actives largely listed as inhibitors | hit rate 0.093% among 390,000; note: potency is the fitted concentration of half-maximal effect; % is set by controls: 0 for no effect and ±100 for the full control effect; nearly all actives have a fitted effect of over 65% in size
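IDH1-R132H (0.5 ug/mL dispensed) in pH 7.5 Tris buffer was preincubated 30 min with compound, then given a substrate mix of 0.016 mM NADPH and 2 mM alpha-KG for 80 min at room temperature; remaining NADPH was read by diaphorase/resazurin fluorescence.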
GLS inh = inhibitors of human glutaminase (GLS) | Potency, µM (doses to about 45.5 µM), without a hit: top-dose activity change, negative = inhibition, hits mostly inhibitors | O94925 | hit rate 0.21% among 410,000 | GLS enzymatic activity, qHTS titration; note: potency is the fitted concentration of half-maximal effect; % is set by controls: 0 for no effect and ±100 for the full control effect
Target sequence (O94925 whole entry, looked up): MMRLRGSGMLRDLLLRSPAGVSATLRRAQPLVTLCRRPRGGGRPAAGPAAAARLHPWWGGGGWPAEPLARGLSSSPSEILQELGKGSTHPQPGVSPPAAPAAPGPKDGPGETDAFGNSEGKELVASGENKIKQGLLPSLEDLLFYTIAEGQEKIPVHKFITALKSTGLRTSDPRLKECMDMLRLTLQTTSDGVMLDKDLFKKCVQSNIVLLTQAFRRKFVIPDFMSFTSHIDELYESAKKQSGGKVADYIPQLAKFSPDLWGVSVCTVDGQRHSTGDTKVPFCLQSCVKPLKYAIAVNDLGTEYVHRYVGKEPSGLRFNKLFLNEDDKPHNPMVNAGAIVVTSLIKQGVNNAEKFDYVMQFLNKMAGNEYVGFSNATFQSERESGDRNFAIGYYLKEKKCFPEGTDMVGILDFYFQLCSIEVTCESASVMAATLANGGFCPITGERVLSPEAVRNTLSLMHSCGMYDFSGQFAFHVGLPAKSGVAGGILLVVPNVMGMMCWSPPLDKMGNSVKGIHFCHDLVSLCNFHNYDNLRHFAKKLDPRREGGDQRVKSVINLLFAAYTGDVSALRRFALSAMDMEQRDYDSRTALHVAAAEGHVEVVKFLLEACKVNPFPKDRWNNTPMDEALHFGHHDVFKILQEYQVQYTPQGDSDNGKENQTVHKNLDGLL
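hKGA in 45 mM KH2PO4 (pH 8.2), 0.02% Tween-20 with compound, then 1mM L-Glutamine (stock as added) plus glutamate oxidase/HRP/Amplex red coupling mix. Fluorescence read initially and after 30 min at RT; signal change reflects glutamate formation.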
TrxR1 inh = blocks rat thioredoxin reductase 1 | Potency, µM (top dose mostly 114 µM), inactives show at the top dose activity change, negative = inhibition, usual class: inhibitors | O89049 | recombinant rTrxR1, NADPH fluorescence consumption, selenite substrate | hit rate 1% among 390,000 | AID 588453; note: potency is the fitted concentration of half-maximal effect; % is set by controls: 0 for no effect and ±100 for the full control effect; nearly all actives have a fitted effect of over 65% in size
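Rat TrxR1 (90 nM in the dispensed reagent) was pre-reduced with 400 uM NADPH for 5 min at room temperature, then incubated with compound for 15 min. After 400 uM selenite was added, NADPH fluorescence (Ex 340/Em 450 nm) was followed for 8 min.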
Pin1 inhibitor = human Pin1 inhibition; Q13526; Pin1 FP peptide displacement, HiFluor488, 10 min; Potency, µM (highest dose often 115 µM), inactives show at the highest dose activity, negative = inhibition, actives largely listed as inhibitors; hit rate 0.009% among 390,000; AID 504891; active = well fitted inhibition curve with a large enough effect in the polarisation, with a control signal flat, not every such curve was filed as active; inconclusive = small, poorly fitted or top-dose-only effect, or effect the other way, or a change in a side signal; inactive = no such curve, though single readings can be large or run the other way; the % refers to the polarisation; note: potency is the fitted concentration of half-maximal effect; % is set by controls: 0 for no effect and ±100 for the full control effect
Target sequence (Q13526 whole entry, looked up): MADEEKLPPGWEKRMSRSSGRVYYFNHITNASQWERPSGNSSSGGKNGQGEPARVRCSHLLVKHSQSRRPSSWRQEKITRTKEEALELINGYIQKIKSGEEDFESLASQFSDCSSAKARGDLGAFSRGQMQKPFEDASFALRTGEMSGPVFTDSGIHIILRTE
HP1b chromo inh = blocks HP1-beta chromodomain binding to methylated histone tails. P83916. AlphaScreen HP1-beta / biotin-H3K9me3 peptide binding. Potency, µM (highest dose often 114 µM), inactives show at the top dose activity change, negative = inhibition, hits mostly inhibitors. hit rate 0.56% among 390,000. AID 540317; note: potency is the fitted concentration of half-maximal effect; nearly all actives have a fitted effect of over 70% in size; inactives centre near 23
Target sequence (P83916 whole entry, looked up): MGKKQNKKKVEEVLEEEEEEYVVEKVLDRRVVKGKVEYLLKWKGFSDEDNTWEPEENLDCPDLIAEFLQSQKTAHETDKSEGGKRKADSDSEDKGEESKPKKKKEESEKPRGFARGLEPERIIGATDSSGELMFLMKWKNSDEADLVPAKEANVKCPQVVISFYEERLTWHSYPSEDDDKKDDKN
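HP1-beta protein (50 nM final) preincubated 30 min at room temperature with biotinylated H3(1-18)K9me3 peptide (50 nM) in PBS pH 7.4, 0.01% Tween-20, then compound added for 30 min. AlphaScreen streptavidin donor/nickel chelate acceptor beads (10 ug/mL final), 30 min dark, luminescence read.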
USP1-UAF1 inh = blocks the human USP1/UAF1 deubiquitinase complex | recombinant USP1/UAF1, Ub-Rhodamine cleavage fluorescence | Potency, µM (titrated, usually from 57.1 µM), for inactives: top-dose activity change, negative = inhibition, actives largely listed as inhibitors | AID 743255 | hit rate 0.23% among 390,000; note: potency is the fitted concentration of half-maximal effect; % is set by controls: 0 for no effect and ±100 for the full control effect; nearly all actives have a fitted effect of over 60% in size; inactives centre near -12
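USP1/UAF1 complex (1 nM) preincubated 15 min at room temperature with compound, then Ub-Rho substrate (150 nM final) added. Kinetic fluorescence at 480/540 nm over 6 reads at 60 s intervals; 50 mM HEPES pH 7.8, 0.5 mM EDTA, 0.1 mg/ml BSA, 1 mM TCEP, 0.01% Tween-20.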
* marks the source's active call; other numbers are inactive results; i = inactive; ? = inconclusive; / = no result given; [ ] = remark or other dose. Unless noted, calls come from the whole dose curve; as a rule, active = well fitted curve in the direction sought with a large enough effect; inconclusive = small, poorly fitted or top-dose-only effect, or another doubt; inactive = no such curve, though single readings can be large; an effect the other way counts as inactive or inconclusive. This is a subset; the hit share may differ from the screen's.

SMILES	Tb PGK inh	PI4K2A inh	TrxR1 substrate	IDH1 R132H inh	GLS inh	TrxR1 inh	Pin1 inhibitor	HP1b chromo inh	USP1-UAF1 inh
CCC(C(=O)OC)n1c(-c2ccccc2)nc2ccccc2c1=O (centres undefined)	-6%	-1	-5%	11%	-1%	15%	?	109%[activator]	-9%
COc1ccc(Cl)cc1NC(=O)c1cc(S(=O)(=O)N2CCCC2)cn1C	-2%	-2	-1%[57.1 µM]	0%	0%	4%[57.1 µM]	7%	14%	-6%
O=C(NCc1ccccc1)C1CCCN1S(=O)(=O)c1cccc2cccnc12 (centres undefined)	-1%	0	0%	-6%	-1%	18%	-11%	22%	-14%
CCOC(=O)C1=C(COC(=O)c2cccc(Br)c2)NC(=O)NC1C (centres undefined)	i	-1	-14%	5%	-1%	-15%	-8%	18%	-7%
COC(=O)c1cc(Br)c(=O)n(CCN(C(C)C)C(C)C)c1	-5%	3	2%	9%	4%	5%	0%	17%	-12%
Cc1cc(N2CCN(C)CC2)nc2ccc(NC(=O)CCC(=O)NCCC(C)C)cc12	-3%	4	44%[activator]	4%	1%	13%	3%	4%[57 µM]	-17%
CN(C)C(CNS(=O)(=O)c1ccc(Cl)cc1)c1cccnc1 (centres undefined)	-7%	3	17%[57.1 µM]	9%	-6%	4%[57.1 µM]	-1%	38%	-19%
CCn1c(SCC(=O)N2CCCC2)nnc1-c1ccc(N)cc1	i	1	-7%[57.1 µM]	1%	-7%	7%[57.1 µM]	2%	-7%	-15%
O=C(COc1ccc(Br)cc1)Nc1nnc(C2CC2)s1	-5%	1	-6%	29%	11%	7%	4%	37%	-5%
O=C(CN1CCN(Cc2ccccc2)CC1)N1CCCc2c1c(=O)oc1ccc(O)cc21	-8%	5	-15%	5%	4%	-10%	-1%	6%	-9%
CCCc1c(O)nc(SCC(=O)NCCc2ccc(OC)c(OC)c2)[nH]c1=O	i	-1	5%[57.1 µM]	0%	9%	7%[57.1 µM]	1%	12%	-19%
CCN(CC)C(=O)c1ccccc1NC(=O)CN1C(=O)c2ccccc2C1=O	-8%	9	11%[57.1 µM]	24%	9%	16%[57.1 µM]	-4%	22%	-19%
CCc1nc(Nc2ccccc2)c2oc3ccccc3c2n1	7%	1	17%	5%	/	11%	?	45%[activator]	-26%
COc1cccc(-c2csc(N3CCN(Cc4ccccc4)CC3)n2)c1	0%	3	5%	3%	0%	7%	9%	-23%	-10%
COc1ccc(NC(=O)c2cc(-c3ccc4c(c3)OCO4)on2)cc1OC	0%	0	13%[0.0914 µM]	10%	-3%	10%[57.1 µM]	4%	29%	-23%
COc1ccc(NC(=O)CN(C)C(=O)Cc2c(C)nc3ccccc3c2C)cc1	-5%	-1	0%[57.1 µM]	-7%	-1%	3%[57.1 µM]	7%	-13%	-18%
COc1cccc(C(=O)N(Cc2cccnc2)c2nc3c(OC)ccc(C)c3s2)c1OC	3%	-1	-9%[57.1 µM]	-26%	-1%	-1%[57.1 µM]	?	6%	-13%
Cn1c(C(=O)NCCc2ccccc2)cc2sc(Cl)cc21	-10%	-1	-1%	20%	2%	0%	4%	-2%	0%
C=CCC[C@@H](Cc1ccc(F)cc1)C(=O)OC[C@@H](NC(=O)[C@@H](CC=C)CC(=O)N(CCO)Cc1ccccc1)c1ccccc1	-3%	-6	-9%	3%	-1%	23%	8%	21%	-22%
Cc1cc2nc(-c3ccc(SCC(=O)N4CCc5ccccc54)nc3)[nH]c2cc1C	-2%[11.5 µM]	1	42%[activator]	-2%	1%	17%	12%	9%	-24%
CNC(=O)/C=C1\NC(C)(C)Cc2ccccc21	0%[11.5 µM]	-4	-1%	5%	6%	?	1%	27%	-5%
C/C(=N/NS(=O)(=O)c1ccc(C)cc1C)c1c[nH]c2ccccc12	5%	1	-4%	12%	16%	2%	?	11%	-7%
COc1ccc(CC(=O)OCc2csc(CC(=O)Nc3ccc(C)cc3)n2)cc1	0%	-3	-8%	-3%	-10%	0%	9%	25%	?
COC(CNC(=O)c1cc(C)nn1-c1ccccc1)OC	6%	4	-1%	-3%	1%	5%	1%	-10%	1%
CCCN1CCN(C(=S)Nc2ccc([N+](=O)[O-])cc2)CC1	-1%	-2	-16%	3%	29%	-25%	0%	-22%	-6%
The list continues.
SMILES	Tb PGK inh	PI4K2A inh	TrxR1 substrate	IDH1 R132H inh	GLS inh	TrxR1 inh	Pin1 inhibitor	HP1b chromo inh	USP1-UAF1 inh
CCCn1c(C2CC(=O)N(c3ccc(C)cc3)C2)nc2ccccc21 (centres undefined)	-5%	-1	-10%	3%	/	-12%	?	26%	-20%
Nc1c(-c2ccc(Cl)cc2)cnc2c(-c3ccccc3)cnn12	7%	1	14%[57.1 µM]	14%	-2%	16%[57.1 µM]	6%	28%	?
COC(=O)c1cn(C(=O)c2ccco2)c2ccccc12	-3%	-6	-5%	2%	-11%	2%[57.1 µM]	-1%	56%	-20%
CC(C)(C)OC(=O)C[C@H]1C/C=C\C[C@H](CC(=O)N(CCO)Cc2ccccc2)C(=O)NC[C@H](c2ccccc2)OC1=O	?	3	-1%	3%	-9%	9%	-11%	31%	-20%
CCOC(=O)c1sc2nc(CC(=O)OC)nc(NCCN(CC)CC)c2c1C	-4%	-1	145%[activator]	3%	9%	?	1%	0%	1%
O=C(NNc1nc2ccccc2s1)c1ccccc1F	i	-1	2%	6%	19%	14%	-6%	24%	-10%
Cc1ccccc1C(=O)NC(=S)Nc1ccc(N2CCN(C(=O)c3ccccc3)CC2)cc1	4%	2	6%	3%	4%	?	7%	19%	-19%
CCOC(=O)c1cnc2cc(C)nn2c1C	0%	-16	1%	7%	-8%	4%	0%	29%	-24%
COC(=O)C1CCN(C(=O)COC(=O)c2cc(-c3cccs3)nn2-c2ccccc2)CC1	0%	0	-5%	8%	-2%	-5%	-3%	22%	-14%
O=C1C2C3C=CC(C2C(=O)N1c1cccc(O)c1)C1C2C(=O)N(c4cccc(O)c4)C(=O)C2C31 (centres undefined)	-6%	3	0%	1%	-12%	3%	-8%	-19%	-19%
CCOC(=O)Cc1cc(=O)n2[nH]c(C)cc2n1	4%	3	29%	10%	14%	35%	-7%	11%	-4%
O=c1c2ccccc2c(-c2ccc(O)cc2)nn1-c1cccc(C(F)(F)F)c1	-11%	-5	-18%	-4%	2%	-18%	7%	22%	-14%
COCc1ccc(CN2CCCC(C(=O)Nc3ccc(-c4cccc(OC)c4)cc3)C2)o1 (centres undefined)	-3%	12	-2%[57.1 µM]	12%	-5%	12%[57.1 µM]	-6%	27%	-24%
COc1ccc(CCC(=O)Nc2cc(S(=O)(=O)N3CCOCC3)ccc2OC(C)C)cc1	i	-4	6%	2%	0%	34%[activator]	-5%	30%	-18%
COc1ccc(OC)c2sc(N3CCN(C(=O)c4ccc([N+](=O)[O-])s4)CC3)nc12	-5%	-9	-2%	2%	2%	-2%	-11%	-11%	-22%
CC(NC(=O)C1CCCN(C(=O)c2ccc(Cl)cc2)C1)c1cccc(C(F)(F)F)c1 (centres undefined)	6%	-3	-6%	10%	0%	10%	?	7%	-7%
COc1ccc(N2CCN(C(=O)c3cccc(N4C(=O)C5CC=CC(C)C5C4=O)c3)CC2)cc1 (centres undefined)	-1%	2	-1%	10%	-7%	-10%	-6%	-9%	-18%

A portion from the list above:
SMILES	Tb PGK inh	PI4K2A inh	TrxR1 substrate	IDH1 R132H inh	GLS inh	TrxR1 inh	Pin1 inhibitor	HP1b chromo inh	USP1-UAF1 inh
CCCn1c(C2CC(=O)N(c3ccc(C)cc3)C2)nc2ccccc21 (centres undefined)	-5%	-1	-10%	3%	/	-12%	?	26%	-20%
Nc1c(-c2ccc(Cl)cc2)cnc2c(-c3ccccc3)cnn12	7%	1	14%[57.1 µM]	14%	-2%	16%[57.1 µM]	6%	28%	?
COC(=O)c1cn(C(=O)c2ccco2)c2ccccc12	-3%	-6	-5%	2%	-11%	2%[57.1 µM]	-1%	56%	-20%
CC(C)(C)OC(=O)C[C@H]1C/C=C\C[C@H](CC(=O)N(CCO)Cc2ccccc2)C(=O)NC[C@H](c2ccccc2)OC1=O	?	3	-1%	3%	-9%	9%	-11%	31%	-20%
CCOC(=O)c1sc2nc(CC(=O)OC)nc(NCCN(CC)CC)c2c1C	-4%	-1	145%[activator]	3%	9%	?	1%	0%	1%
O=C(NNc1nc2ccccc2s1)c1ccccc1F	i	-1	2%	6%	19%	14%	-6%	24%	-10%
Cc1ccccc1C(=O)NC(=S)Nc1ccc(N2CCN(C(=O)c3ccccc3)CC2)cc1	4%	2	6%	3%	4%	?	7%	19%	-19%
CCOC(=O)c1cnc2cc(C)nn2c1C	0%	-16	1%	7%	-8%	4%	0%	29%	-24%
COC(=O)C1CCN(C(=O)COC(=O)c2cc(-c3cccs3)nn2-c2ccccc2)CC1	0%	0	-5%	8%	-2%	-5%	-3%	22%	-14%
